Source: PubChem
GC-B act: GC-B (human) receptor activation. P20594. activation, % at 10 µM. HEK293-GC-B cells, CNP EC30, cGMP TR-FRET; 0% at EC30 CNP, 100% saturating CNP. 370,000 compounds, 0.11% hits. AID 1920062;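 active = activation at 10 µM reaching about 35% in either raw or pattern-adjusted values, limit read from the data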
ARFGAP1 inhibitor: rat ARFGAP1 inhibition; Q62848; inhibition, % at 16.5 µM; 360,000 compounds, 0.26% hits; Arfgap1-stimulated ARF1 GTP hydrolysis, GDP FP detection;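 active = inhibition above a per-plate limit, mean inhibition of low control wells plus 3 SD, cut at about 25% in these data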;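 note: 0% = DMSO wells with enzyme and 100% = wells lacking Arfgap1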
Target sequence (Q62848 1-136 limits assumed): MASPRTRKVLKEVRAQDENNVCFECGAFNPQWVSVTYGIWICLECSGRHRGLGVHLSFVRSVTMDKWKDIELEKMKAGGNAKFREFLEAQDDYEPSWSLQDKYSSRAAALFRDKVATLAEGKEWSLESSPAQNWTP
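System: truncated rat Arfgap1 GAP domain / Benchmarks: high control wells lacking Arfgap1, low control full reaction with DMSO / Times: compound-enzyme preincubation 20 min, reaction 120 min, detection 60 min, 25 °C / Repeats: one replicate per compound / Also added: human ARF1(Δ1-17)-GTP substrate / Measured by: Tracer-displacement fluorescence polarization with EDTA stop, 620/688 nm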
ASAP1 GAP inh: inhibitors of human ASAP1 ArfGAP activity; inhibition, % at 16.5 µM; ASAP1-stimulated ARF1 GTP hydrolysis, GDP FP detection; AID 624377; 360,000 compounds, 0.19% hits; in the data active = inhibition above about 25%;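 note: 0% = vehicle with enzyme and substrate and 100% = no enzyme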
GC-A act: GC-A (human) enzyme activation; activation, % at 10 µM; HEK293 GC-A cells, cGMP TR-FRET, EC30 ANP; 0% at EC30 ANP, 100% saturating ANP; P16066; 370,000 compounds, 0.14% hits; in the data active = activation above about 40%
mABHD4 FP: ABHD4 (mouse) inhibition, primary FP screen; Q8VD66; purified mABHD4, FP-Rh probe fluorescence polarization; inhibition, % at 8.92 µM; 370,000 compounds, 0.54% hits; AID 720543;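 active = inhibition exceeding the mean over every tested compound plus 3 SD, cut at about 30% in these data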;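 note: 0% = plate median of compound wells and 100% = S159A mutant with DMSO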
Target sequence (Q8VD66 whole entry, looked up): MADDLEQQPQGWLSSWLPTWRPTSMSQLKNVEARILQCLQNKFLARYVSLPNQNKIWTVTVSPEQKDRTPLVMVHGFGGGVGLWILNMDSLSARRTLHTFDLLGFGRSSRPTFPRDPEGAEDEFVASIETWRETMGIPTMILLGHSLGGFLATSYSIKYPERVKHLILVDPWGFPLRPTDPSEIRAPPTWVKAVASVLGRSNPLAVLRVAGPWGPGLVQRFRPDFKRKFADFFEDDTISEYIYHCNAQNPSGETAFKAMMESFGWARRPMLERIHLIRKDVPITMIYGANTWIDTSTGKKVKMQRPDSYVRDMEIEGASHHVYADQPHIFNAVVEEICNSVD
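Assay system: mouse ABHD4 enzyme, wild type / Also added: fluorescent activity-based probe FP-Rh / Doses: single nominal dose of 8.92 µM, 0.89% DMSO final / Timing: 45 min compound pre-incubation plus 60 min probe step, 25 °C / Signal: FP readout, ex 525 nm / em 598 nm / Control set: S159A mutant/DMSO as 100%, compound-well median as 0%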
rCAG RNA binder: molecules binding r(CAG) RNA repeats | r(CAG) RNA repeat, TO-PRO-1 dye displacement fluorescence | inhibition, % at 3 µM | 370,000 compounds, 1.3% hits | AID 651821;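 active = inhibition above the plate cutoff, the mean of all test compounds on that plate plus 3 SD, cut at about 35% in these data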;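 note: 0% = DMSO alone and 100% = 100 µM mitoxantrone as full dye displacement; higher means more dye released from RNA so lower well fluorescence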
HTRA1 inh: HTRA1 (human) protease inhibition. 340,000 compounds, 0.5% hits. Q92743. AID 504803. recombinant HTRA1, FP-rhodamine activity-based probe, fluorescence polarization. inhibition, % at 5.96 µM; in the data active = inhibition above about 36%;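 note: 0% = enzyme with DMSO and 100% = wells lacking enzyme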
Target sequence (Q92743 whole entry, looked up): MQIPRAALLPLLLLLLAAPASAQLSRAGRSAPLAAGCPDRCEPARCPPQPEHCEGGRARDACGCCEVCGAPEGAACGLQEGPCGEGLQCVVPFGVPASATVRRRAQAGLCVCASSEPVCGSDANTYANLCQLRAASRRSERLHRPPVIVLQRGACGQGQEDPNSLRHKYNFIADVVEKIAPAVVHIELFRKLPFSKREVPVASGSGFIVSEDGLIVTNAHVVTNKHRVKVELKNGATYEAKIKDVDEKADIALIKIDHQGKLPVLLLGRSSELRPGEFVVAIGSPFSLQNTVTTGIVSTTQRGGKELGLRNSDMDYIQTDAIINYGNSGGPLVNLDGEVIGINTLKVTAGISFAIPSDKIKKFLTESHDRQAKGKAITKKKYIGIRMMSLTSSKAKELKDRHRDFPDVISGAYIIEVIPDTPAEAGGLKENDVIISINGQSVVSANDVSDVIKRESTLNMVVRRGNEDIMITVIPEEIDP
Rev-erbA mod: modulates human Rev-erb alpha binding to DNA; P20393; Rev-erbα–FITC-DNA binding, fluorescence polarization, 90 min; activity, % at 10 µM; 370,000 compounds, 0.79% hits; AID 1259318;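 active = activity above about 14%, limit read from the data; passing the limit was not always enough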;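 note: 0% = DMSO wells with 35 nM protein and 100% = DMSO wells with 750 nM protein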
PG9 Ab binder: PG9 antibody binding by small molecule. TR-FRET gp120-PG9 antibody binding. inhibition, % at 6.7 µM. 360,000 compounds, 0.43% hits; in the data active = inhibition above about 8.5%
SMARCA2 activ: SMARCA2 function activation, primary screen; MG213 cells, MMTV-luciferase reporter, dexamethasone, overnight; AID 652017; activation, % at 9.1 µM; 370,000 compounds, 1% hits; in the data active = activation above about 7.8%;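 note: 0% = vehicle wells and 100% = reference activator wells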
* hit, by the source's call; · = no result given.

SMILES	GC-B act	ARFGAP1 inhibitor	ASAP1 GAP inh	GC-A act	mABHD4 FP	rCAG RNA binder	HTRA1 inh	Rev-erbA mod	PG9 Ab binder	SMARCA2 activ
O=C(OCc1ccccc1)/C(=C/c1cccc2ccccc12)NC(=O)c1ccccc1	-1	2	2	-2	-6	0	-15	-1	-3.0	5
N#CC(C(=O)NCCc1ccccc1)c1nc2ccccc2nc1N1CCCCC1 (stereo unspecified)	2	-9	-4	-4	0	-1	-6	36*	0.4	0
CC(C)COP(=O)(c1ccc(N(C)C)cc1)C(Nc1ccccc1)c1cccnc1 (stereo unspecified)	-1	13	19	-7	10	-10	-3	1	-2.2	-3
Cc1ccc(NS(=O)(=O)c2ccc3c(c2)NC(=O)CO3)c(C)c1	-3	3	-13	-6	-3	1	-7	1	1.3	0
Cc1cc(OCc2nnc(SC(C)C(=O)O)n2-c2ccccc2)ccc1Cl (stereo unspecified)	3	4	-1	0	-5	22	5	8	-1.7	-3
c1ccc(OCCN2C3=NCCN3c3ccccc32)cc1	-9	-5	-23	-10	-1	2	4	-3	-0.4	0
Nc1ccc(C(=O)OCc2nc3cc4ccccc4cc3[nH]2)cc1	-4	-9	18	7	0	5	-11	2	-1.4	0
CCOc1ccc(N(C)S(=O)(=O)c2ccc(C)c(C(=O)Nc3nnc(C4CC4)s3)c2)cc1	4	-10	3	-2	-2	12	-8	0	-0.2	-1
CCOC(=O)C1CCCN(C(=O)c2cc(S(=O)(=O)N3CCCCCC3)ccc2OC)C1 (stereo unspecified)	-4	1	0	-3	6	-4	2	-3	0.4	-2
O=C(COC(=O)c1cccc(S(=O)(=O)N2CCCC2)c1)Nc1cccc(Br)c1	5	-7	-18	1	-2	0	-30	5	3.0	4
N#Cc1c(-c2ccccc2)nc(N2CCCCCC2)[nH]c1=O	-4	-5	-9	5	-5	9	6	-6	1.4	2
O=C(CN1CCC(Cc2ccccc2)CC1)NC(=O)NCc1ccccc1	3	8	1	1	1	-6	-3	-6	-3.2	7
O=Nc1ccc(O)c2ncccc12	-2	-13	-13	-4	0	-2	9	-3	-3.8	-6
Cc1ccc(-c2noc(CNCCCN(C)C)n2)cc1	1	-2	9	0	-7	1	-5	-2	1.2	3
COC(=O)c1ccc2c(=O)n(Cc3ccco3)c(SCC(=O)Nc3cc(C)on3)nc2c1	7	12	7	6	-3	6	-9	16	-2.1	0

One compound at a time, as listed above. Screens in order: GC-B act, ARFGAP1 inhibitor, ASAP1 GAP inh, GC-A act, mABHD4 FP, rCAG RNA binder, HTRA1 inh, Rev-erbA mod, PG9 Ab binder, SMARCA2 activ
CC(C)COP(=O)(c1ccc(N(C)C)cc1)C(Nc1ccccc1)c1cccnc1 (stereo unspecified) is listed with -1, 13, 19, -7, 10, -10, -3, 1, -2.2, -3
COC(=O)c1ccc2c(=O)n(Cc3ccco3)c(SCC(=O)Nc3cc(C)on3)nc2c1 is listed with 7, 12, 7, 6, -3, 6, -9, 16, -2.1, 0
N#CC(C(=O)NCCc1ccccc1)c1nc2ccccc2nc1N1CCCCC1 (stereo unspecified) is listed with 2, -9, -4, -4, 0, -1, -6, 36*, 0.4, 0

Six records picked at random from those above, as already listed:
SMILES	GC-B act	ARFGAP1 inhibitor	ASAP1 GAP inh	GC-A act	mABHD4 FP	rCAG RNA binder	HTRA1 inh	Rev-erbA mod	PG9 Ab binder	SMARCA2 activ
N#Cc1c(-c2ccccc2)nc(N2CCCCCC2)[nH]c1=O	-4	-5	-9	5	-5	9	6	-6	1.4	2
COC(=O)c1ccc2c(=O)n(Cc3ccco3)c(SCC(=O)Nc3cc(C)on3)nc2c1	7	12	7	6	-3	6	-9	16	-2.1	0
O=C(CN1CCC(Cc2ccccc2)CC1)NC(=O)NCc1ccccc1	3	8	1	1	1	-6	-3	-6	-3.2	7
O=C(COC(=O)c1cccc(S(=O)(=O)N2CCCC2)c1)Nc1cccc(Br)c1	5	-7	-18	1	-2	0	-30	5	3.0	4
O=Nc1ccc(O)c2ncccc12	-2	-13	-13	-4	0	-2	9	-3	-3.8	-6
O=C(OCc1ccccc1)/C(=C/c1cccc2ccccc12)NC(=O)c1ccccc1	-1	2	2	-2	-6	0	-15	-1	-3.0	5

(cont.)
SMILES	GC-B act	ARFGAP1 inhibitor	ASAP1 GAP inh	GC-A act	mABHD4 FP	rCAG RNA binder	HTRA1 inh	Rev-erbA mod	PG9 Ab binder	SMARCA2 activ
Cc1ccc(C(C)(C)C)cc1S(=O)(=O)NC(=O)c1ccccc1	4	2	-8	3	3	18	5	0	-1.0	-1
Cc1ccc(CNC(=O)CCC2CCCN(Cc3c(C)nn(C(C)C)c3C)C2)o1 (stereo unspecified)	5	4	-11	-1	3	-8	0	4	0.0	3
Cc1ccc(Oc2ncccc2NC(=O)CC(CC(=O)O)c2ccccc2)c2c1CCC2 (stereo unspecified)	-3	-1	0	-4	-2	14	5	2	-2.9	-1
CC1=C(C(=O)OCCOC(C)C)C(c2cccc3ccccc23)NC(=O)N1 (stereo unspecified)	0	8	8	-4	-4	-7	0	4	-3.0	-2
CCOC(=O)C1CCN(c2nc3ccccc3nc2C(C#N)C(=O)OCCOC)CC1 (stereo unspecified)	5	8	-4	0	5	-5	0	-1	-2.6	-2
CN1CCN(C(=O)C2CCCN(S(=O)(=O)c3ccc(Cl)cc3)C2)CC1 (stereo unspecified)	1	2	2	3	15	-7	0	-6	0.6	-3
CCN(CC)CCn1c2c(c(SCC(=O)NCc3ccccc3)nc1=O)CCCC2	-1	1	5	2	-17	-9	0	-6	0.9	1
Cc1[nH]c2ccccc2c1/C=N/Nc1ccccn1	-3	0	3	-7	15	16	·	7	-5.1	1
O=C1C=C(O)CC(c2cccs2)C1 (stereo unspecified)	4	-5	-3	4	1	12	-7	0	1.3	-3
CCOc1cc(/C=N/NC(=O)c2ccncc2)cc(Br)c1O	-3	-5	-13	-5	6	2	3	1	-8.0	-2
COC(=O)[C@@H](NC(=O)CCc1nnc(-c2ccsc2)o1)C(C)C	-2	-11	12	-4	-11	-3	4	1	0.7	-1
CCCCC(=O)Nc1ccc(C(=O)N2CCN(C)CC2)cc1	4	-5	-4	2	5	1	-3	-1	-0.7	-2
CCOc1c(Nc2cccc(Cl)c2)c(=O)c1=O	0	-6	-12	5	7	0	1	-4	0.1	2
Cc1cccc(N(CC(=O)N2CCOCC2)S(C)(=O)=O)c1	3	2	5	-1	0	-1	2	0	0.0	1
CCNS(=O)(=O)c1ccc(OC)c(C)c1	3	-4	1	3	-8	1	2	3	-1.9	-4
CCn1c2ccccc2c2cc(NC(=O)CNC)ccc21	-5	11	-3	-16	24	10	11	3	-4.2	2
CC1(C)c2cc(O)ccc2OC1N1CCOCC1 (stereo unspecified)	4	2	-8	4	-1	2	3	-5	-0.5	-3
O=C(Nc1cccc(Cl)c1)c1cnccn1	-2	-4	-5	-3	-4	1	-4	1	-1.3	3
CC(C)(CNC(=O)CCNC(=O)c1ccc(Br)cc1)N1CCOCC1	1	4	6	1	-4	-1	-3	1	-0.4	2
CCn1c(C)cc(C(=O)CSc2nnnn2C2CCCC2)c1C	-1	1	-15	-2	14	4	-8	-3	1.9	4
COc1ccccc1NC(=O)C1=C(C)Nc2nc3ccccc3n2C1c1cccs1 (stereo unspecified)	-11	-7	2	-19	-7	3	-19	2	0.8	-3
COc1cc(OC)c2c(-c3cccc(-c4ccc(O)cc4)c3)cc(=O)oc2c1	-3	2	7	-9	-23	17	-44	-3	0.0	-3
CC=CCn1c(SCCCc2ccccc2)nc2c1c(=O)[nH]c(=O)n2C	3	-5	-1	6	7	2	·	-3	-0.2	-2
C[C@H](CO)N1C[C@H](C)[C@H](CN(C)C(=O)c2ccncc2)OCc2ccccc2-c2c(n(C)c3ccccc23)C1=O	-1	8	0	-3	-3	4	4	-6	0.8	0
NC(=O)c1oc2ccccc2c1NC(=O)c1nc2ccccc2s1	-4	13	20	-3	-3	13	-17	6	-2.3	4
Cc1nc2sc(C)c(C)c2c(=O)o1	2	-8	-23	-2	3	3	-1	-4	0.3	1
O=[N+]([O-])c1ccc(/C=N/Nc2nc(N3CCCCC3)nc(N3CCCCC3)n2)o1	-9	-4	7	-3	54*	16	5	5	-2.3	-5
C/C(=C\C1CCCCC1)C(NC(=O)c1ccc(C(F)(F)F)cc1)c1ccc(-c2ccccc2)cc1 (stereo unspecified)	4	-4	1	-2	-6	12	-11	-6	-0.6	1
C#CCNC(=O)C[C@H]1C[C@@]2(C(=O)OC)C(=C[C@H](C(C)C)O[C@@H]2C2CC2)N(Cc2ccccc2)C1=O	1	-16	5	-5	3	-1	·	-3	0.2	-1
COc1ccc(/C=C/C(=O)OCC(=O)NC2CCCC(C)C2C)cc1S(=O)(=O)N1CCOCC1 (stereo unspecified)	0	0	7	-1	5	-3	8	-6	1.4	-2
CCOc1ccccc1N1CN(CC)CNC1=S	3	5	-9	-2	4	0	4	0	2.1	2
O=C(COC(=O)CC1CCCC1)Nc1ccc(Br)cc1F	4	3	7	5	-1	-3	-3	-4	-0.2	-6
CCCS(=O)(=O)NC(=O)C1(C)CCCN(C(=O)c2ccc3ccccc3n2)C1 (stereo unspecified)	3	-2	-17	0	5	3	·	2	-1.0	-2
Cc1ccc(NC(=O)c2cc(-n3cnnc3)ccc2Cl)c(C)c1	4	-7	-4	2	-3	-1	2	2	0.4	6
O=C1OCCC1Sc1nnc(-c2ccco2)o1 (stereo unspecified)	-2	-15	-9	0	9	2	1	-5	-2.1	3
CCCS/C(N)=N/N=C/c1ccccc1O	-6	4	-11	3	2	-2	-2	0	-0.7	6
COc1ccc(NC(=O)C(NC(=O)c2ccc(=O)[nH]c2)c2ccccc2)cc1 (stereo unspecified)	3	-7	-11	2	7	0	-3	0	0.6	-4
COc1ccc(C(=O)NCC(=O)NCC(=O)OCC(=O)c2ccc(Br)cc2)cc1	-1	9	-1	3	-6	-2	3	1	-2.7	-2
Cc1cccc(NC(=O)c2nc[nH]c2C(=O)N[C@H](C)c2ccccc2)c1	-4	7	4	-1	-67	7	-88	2	2.5	-1

Among those listed so far, these have fluorine.
SMILES	GC-B act	ARFGAP1 inhibitor	ASAP1 GAP inh	GC-A act	mABHD4 FP	rCAG RNA binder	HTRA1 inh	Rev-erbA mod	PG9 Ab binder	SMARCA2 activ
C/C(=C\C1CCCCC1)C(NC(=O)c1ccc(C(F)(F)F)cc1)c1ccc(-c2ccccc2)cc1 (stereo unspecified)	4	-4	1	-2	-6	12	-11	-6	-0.6	1
O=C(COC(=O)CC1CCCC1)Nc1ccc(Br)cc1F	4	3	7	5	-1	-3	-3	-4	-0.2	-6
